Bim-Bfl-1: inhibitors of Bim-Bfl-1 interaction, human | Q16548 | Bead-based flow cytometry, Bim-Bfl-1 binding inhibition | inhibition, % at 10 µM | 190,000 tested, 0.12% active | AID 1008;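 further: 0% = wells without compound plus tracer and 100% = blocker peptide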
GSH fluor: GSH bead compound fluorescence profile; fluorescence (KMESF) at 10 µM; 190,000 tested, 0.25% active; GSH beads flow cytometry, compound fluorescence 488/530 nm; hits give high values; AID 1776; in the data active means fluorescence above about 89;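 further: glutathione beads carrying GST-tagged Bcl family fusion proteins plus one bare bead set; values are compound well signal with DMSO vehicle wells as background; inactives centre near 16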
ABCB1 inh: human ABCB1 inhibition, ABCG2 as counter-screen | P08183 | CCRF-Adr cells, JC-1 efflux, flow cytometry | inhibition, % at 6.6 µM | 190,000 tested, 0.067% active | AID 1326; in the data active means inhibition above about 40%;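 further: 0% = vehicle and 100% = reference inhibitor; higher value means more JC-1 retained so stronger ABCB1 efflux block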
RGS4-Gao reg: human RGS4-Galphao interaction regulation | P09471 | Multiplexed bead flow cytometry, RGS4-Galphao binding; actives lie on both sides | binding response (% of control), % at 10 µM | 220,000 tested, 0.33% active; in the data active means binding response below about 49% or above about 150%; inactive means in between;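 further: fluorescent Galphao activated with aluminum fluoride binding bead-coupled RGS4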
Bcl-XL Bim block: human Bim-Bcl-XL interaction inhibition | Q07817 | Bim peptide-Bcl-XL binding, bead flow cytometry, fluorescence | inhibition, % at 10 µM | 190,000 tested, 0.04% active
Target sequence (Q07817 whole entry, looked up): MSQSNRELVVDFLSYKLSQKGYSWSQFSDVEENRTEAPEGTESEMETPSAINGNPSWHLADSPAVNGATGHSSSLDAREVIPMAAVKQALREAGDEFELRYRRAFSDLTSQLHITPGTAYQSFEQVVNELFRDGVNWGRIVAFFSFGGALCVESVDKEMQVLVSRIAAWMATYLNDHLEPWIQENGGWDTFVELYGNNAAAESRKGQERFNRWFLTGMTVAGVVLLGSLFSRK
ABCG2 block: human ABCG2 inhibition, ABCB1 as counter-screen. inhibition, % at 6.6 µM. Q9UNQ0. 190,000 tested, 0.1% active. IgMXP3 cells, JC-1 efflux, flow cytometry;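 active means inhibition above 80%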;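 further: 0% = DMSO and 100% = nicardipine control wells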
Target sequence (Q9UNQ0 whole entry, looked up): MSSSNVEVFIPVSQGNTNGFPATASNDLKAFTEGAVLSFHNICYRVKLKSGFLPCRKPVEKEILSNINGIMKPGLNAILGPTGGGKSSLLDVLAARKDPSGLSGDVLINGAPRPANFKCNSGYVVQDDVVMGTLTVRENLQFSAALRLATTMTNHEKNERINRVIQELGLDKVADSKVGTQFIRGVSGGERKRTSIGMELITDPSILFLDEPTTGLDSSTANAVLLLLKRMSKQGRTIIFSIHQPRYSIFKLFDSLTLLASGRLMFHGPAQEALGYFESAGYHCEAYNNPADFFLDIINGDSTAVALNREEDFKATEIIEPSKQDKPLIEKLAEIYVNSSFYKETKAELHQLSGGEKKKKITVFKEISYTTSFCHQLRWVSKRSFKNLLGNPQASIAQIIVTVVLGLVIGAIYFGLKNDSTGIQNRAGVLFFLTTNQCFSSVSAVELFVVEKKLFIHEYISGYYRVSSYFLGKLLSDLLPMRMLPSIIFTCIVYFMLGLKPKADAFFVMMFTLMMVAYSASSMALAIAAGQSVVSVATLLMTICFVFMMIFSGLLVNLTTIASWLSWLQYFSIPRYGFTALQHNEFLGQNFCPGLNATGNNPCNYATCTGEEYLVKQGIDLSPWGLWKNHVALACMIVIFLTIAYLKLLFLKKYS
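Test system: ABCG2 IgMXP3 and barcoded ABCB1 CCRF-Adr cell mix; Schedule: cells with compound and JC-1, 10 min at 25 °C, rotating, no wash; Technique: flow cytometry of retained JC-1 fluorescence; Measure: % inhibition of efflux relative to nicardipine and DMSO; Controls: nicardipine high and DMSO low controls.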
RGS7-Gao: regulators of human RGS7-Galphao interaction. P09471. Multiplexed bead flow cytometry, RGS7-Galphao binding; actives lie on both sides. binding response (% of control), % at 10 µM. 220,000 tested, 0.35% active; in the data active means binding response below about 49% or above about 150%; inconclusive means no clear call, values can overlap the other calls; inactive means in between;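 further: fluorescent Galphao held in activated GDP-AlF4 state binding bead-coupled RGS7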
Bim-Bcl-2: human Bim-Bcl-2 interaction inhibition | inhibition, % at 10 µM | Bead-based flow cytometry, Bim peptide-Bcl-2 binding | 190,000 tested, 0.06% active; in the data active means inhibition above about 40%; inconclusive means no clear call, values can overlap the other calls;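 further: 0% = no compound wells with probe peptide and 100% = reference peptide inhibitor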
RGS8-Gao: modulates binding of RGS8 to human Galphao. response (percent of control binding), % at 10 µM. 220,000 tested, 0.34% active. multiplexed bead flow cytometry; actives lie on both sides; in the data active means response below about 60% or above about 140%; inactive means in between;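 further: Galphao activated as the GDP aluminium fluoride complex binding bead-coupled RGS8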
Bim-Bcl-W: inhibitors of Bim-Bcl-W interaction, human; Q92843; bead-based flow cytometry, Bim peptide-Bcl-W binding; AID 952; inhibition, % at 10 µM; 190,000 tested, 0.02% active;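 further: 0% = bound tracer without compound and 100% = peptide blocker; higher means less fluorescent Bim peptide bound to Bcl-W beads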
Bcl-B Bim block: disrupts Bim peptide binding to human Bcl-B; Q9HD36; bead-based flow cytometry; inhibition, % at 10 µM; 190,000 tested, 0.073% active;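 further: 0% = tracer peptide without compound and 100% = reference inhibitor peptide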
Target sequence (Q9HD36 whole entry, looked up): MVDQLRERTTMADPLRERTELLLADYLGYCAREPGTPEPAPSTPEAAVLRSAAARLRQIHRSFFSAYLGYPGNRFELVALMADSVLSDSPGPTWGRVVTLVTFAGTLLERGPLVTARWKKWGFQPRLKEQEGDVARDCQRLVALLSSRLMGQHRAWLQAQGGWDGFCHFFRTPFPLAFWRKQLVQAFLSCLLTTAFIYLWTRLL
Active calls of the source: *; u = inconclusive; x = no result given. Unless noted, no stated cut-off is given here; in the data, active means inhibition above about 40%.

SMILES	Bim-Bfl-1	GSH fluor	ABCB1 inh	RGS4-Gao reg	Bcl-XL Bim block	ABCG2 block	RGS7-Gao	Bim-Bcl-2	RGS8-Gao	Bim-Bcl-W	Bcl-B Bim block
COc1ccc(CCN2C(=O)CC(NCc3ccc4c(c3)OCO4)C2=O)cc1OC (configuration not stated)	0	10	0.7	90	-4	2	96	0	89	-1	0
CC(C)c1nnc(NC(=O)C2CCCCC2)s1	-8	14	-0.1	101	-8	0	98	-8	100	-8	-8
N#Cc1c(N)n(CCc2ccc(F)cc2)c2nc3ccccc3nc12	0	11	0.6	96	0	2	98	-2	102	0	2
CN(C(=O)COC(=O)c1cc(-c2ccccc2Cl)nc2ccccc12)C1CCS(=O)(=O)C1 (configuration not stated)	0	11	-0.8	102	-6	x	101	-3	102	-2	-8
Cc1ccc(S(=O)(=O)N2CCC(=O)N(C(CO)Cc3ccccc3)CC2)cc1 (configuration not stated)	-1	19	0.4	94	-2	2	96	-1	98	0	-2
O=C(O)CC1(c2ccccc2)C(=O)c2ccccc2C1=O	1	17	0.0	86	-9	0	97	13	97	-7	-8
Cc1cccc(-n2cnc(C(=O)N/N=C/c3ccccc3)c2)n1	-9	11	0.0	104	-2	3	100	-7	102	0	-7
Cc1ccccc1C1=NC(c2ccc(F)cc2F)ON1 (configuration not stated)	0	16	-1.9	104	-1	13	113	-1	111	1	3
COCCNC(=O)c1cc2cc(Br)cc(OC)c2oc1=O	-12	39	0.9	103	-2	6	105	-12	103	0	-9
CCC(Oc1ccc(C)c(C)c1)C(=O)O (configuration not stated)	-11	49	0.0	102	-1	0	98	-7	100	1	-9
COC(=O)Cc1ccc(OCc2ccc(Cl)nc2)cc1	0	20	0.4	104	0	4	103	-3	105	-2	5
CCN(CC)S(=O)(=O)c1ccc(N2CCCC2)c(C(=O)Nc2ccc(OC)c(Cl)c2)c1	-4	9	1.2	98	-8	23	95	-6	99	-1	-4
CN1CCC(N(C)C(=O)Cc2ccccc2[N+](=O)[O-])CC1	-5	11	0.4	97	-1	2	94	-1	96	0	-4
O=C1C=CC(=O)N1CCCCCCN1C(=O)C=CC1=O	10	13	0.6	101	-10	3	117	-1	76	-6	-31
CC(C)COP(=O)(c1ccc(N(C)C)cc1)C(O)c1ccncc1 (configuration not stated)	-2	15	0.4	98	0	1	98	0	99	0	0
Cc1ccc(CNC(=O)Cc2noc3ccccc23)cc1	3	10	0.9	99	1	24	109	3	102	0	-1
CCOC(=O)N1CCC(n2c(=S)[nH]c3cc(OC)c(OC)cc3c2=O)CC1	1	32	1.6	102	0	10	105	-2	102	2	-10
CC1(C)C2CCC1(C)C(OC(=O)CSc1nc(N)cc(=O)[nH]1)C2 (configuration not stated)	-1	14	1.4	99	0	9	97	-1	94	0	0
COc1ccc([N+](=O)[O-])cc1NC(=O)C1(c2ccccc2)CCOCC1	-4	16	1.8	99	-3	13	97	-4	100	-3	-6
CC1=C(C(=O)OCc2ccccc2)C(c2cccnc2)n2ncnc2N1 (configuration not stated)	-16	30	3.2	97	-7	-2	99	-4	100	0	-6

Profiles as entered above. Values in the order: Bim-Bfl-1 | GSH fluor | ABCB1 inh | RGS4-Gao reg | Bcl-XL Bim block | ABCG2 block | RGS7-Gao | Bim-Bcl-2 | RGS8-Gao | Bim-Bcl-W | Bcl-B Bim block
`COc1ccc([N+](=O)[O-])cc1NC(=O)C1(c2ccccc2)CCOCC1` is listed with -4 | 16 | 1.8 | 99 | -3 | 13 | 97 | -4 | 100 | -3 | -6
`O=C1C=CC(=O)N1CCCCCCN1C(=O)C=CC1=O` is listed with 10 | 13 | 0.6 | 101 | -10 | 3 | 117 | -1 | 76 | -6 | -31
`CN1CCC(N(C)C(=O)Cc2ccccc2[N+](=O)[O-])CC1` is listed with -5 | 11 | 0.4 | 97 | -1 | 2 | 94 | -1 | 96 | 0 | -4
`COC(=O)Cc1ccc(OCc2ccc(Cl)nc2)cc1` is listed with 0 | 20 | 0.4 | 104 | 0 | 4 | 103 | -3 | 105 | -2 | 5
`CC1(C)C2CCC1(C)C(OC(=O)CSc1nc(N)cc(=O)[nH]1)C2` (configuration not stated) is listed with -1 | 14 | 1.4 | 99 | 0 | 9 | 97 | -1 | 94 | 0 | 0

(continued)
SMILES	Bim-Bfl-1	GSH fluor	ABCB1 inh	RGS4-Gao reg	Bcl-XL Bim block	ABCG2 block	RGS7-Gao	Bim-Bcl-2	RGS8-Gao	Bim-Bcl-W	Bcl-B Bim block
O=C(Nc1nc(-c2ccccn2)cs1)c1ccc(Br)s1	-1	17	-0.7	100	-2	-2	100	-3	100	0	0
Cc1nccn1CC(O)COc1ccccc1 (configuration not stated)	-5	64	0.1	102	-5	-2	99	7	102	-13	-6
Cc1nc2ccccc2n1CC(=O)N1CC(=O)Nc2ccccc21	-14	29	0.3	94	-13	2	96	-11	94	-2	-11
O=C(OCc1nnc(-c2ccc(Cl)cc2)o1)c1ccncc1	-7	34	0.1	102	6	0	104	-5	103	0	-6
Nc1c(-c2ccc(Cl)cc2)cnn1C1CCS(=O)(=O)C1 (configuration not stated)	-9	65	0.1	96	-3	1	100	-5	102	2	-3
COc1ccccc1-n1c(C)nc(=O)c(-c2ccccc2)c1C	0	11	0.6	99	4	2	100	-1	102	2	0
CC1Cc2ccccc2N1S(=O)(=O)c1cccc(C(=O)OCC(=O)NC2CCS(=O)(=O)C2)c1 (configuration not stated)	0	34	0.0	95	-2	-1	93	0	87	-1	-5
CC(=O)C1=C(C)NC(SCC(=O)c2ccc(-c3ccccc3)cc2)=C(C#N)C1c1cccnc1 (configuration not stated)	12	22	2.7	91	1	4	96	1	99	2	-17
Cc1ccc(/C=C/C(=O)Nc2cc(C)on2)cc1	0	16	0.3	104	0	1	102	-1	103	0	-1
Cc1cc2cc(CN(Cc3ccco3)C(=O)NCc3ccccc3)c(=O)[nH]c2cc1C	-2	23	1.0	99	-3	3	98	-2	99	-1	0
COc1ccc(NC(=O)c2ccc(-n3cccn3)nc2)c(OC)c1	0	8	0.0	106	0	1	103	-1	108	0	3
COc1cc(CNc2ccc(N3CCOCC3)c(C(=O)O)c2)ccc1OCC(N)=O	-11	6	0.3	101	1	1	102	1	103	-1	0
COc1ccc(OC)c2[nH]c(=O)c(CCNC(=O)C3CCCCC3)cc12	-9	24	1.3	107	-4	13	97	-7	103	0	-5
O=C(c1cccnc1)N(Cc1ccccc1)c1ccccc1	-7	41	0.4	95	-7	2	98	-9	98	6	-8
COc1ccc(Cn2c(C)c(C)c(C#N)c2NC(=O)Nc2cccc(Cl)c2)cc1	-11	35	1.2	100	-8	39	100	-4	101	1	-8
Cc1ccc(CC(=O)OCC(=O)NC2CCCC(C)C2C)cc1C (configuration not stated)	2	17	1.1	96	-2	4	95	-4	96	1	1
COc1ccc(OC)c(C(=O)COC(=O)C2CC3CCCC(C2)C3=O)c1 (configuration not stated)	-10	52	-0.9	106	0	6	102	-6	103	2	-8
CCC(OC(=O)c1ccco1)C(=O)NCc1ccc(C)cc1 (configuration not stated)	-7	60	0.4	108	-14	2	105	-6	105	1	-8
Cc1cc(C)nc(-n2nc(C)cc2NC(=O)c2cccc(S(=O)(=O)N3CCCCC3)c2)n1	-16	32	15	89	-6	31	94	-4	92	0	-10
O=[N+]([O-])c1cccc(-c2n[nH]c(=S)n2-c2ccc(Br)cc2)c1	0	15	0.7	106	-10	15	u	0	101	-9	-29
Cc1occc1C(=O)Nc1ccc(S(N)(=O)=O)cc1	-4	28	0.4	102	1	1	106	0	100	2	0
CC(Sc1ccsc1[N+](=O)[O-])C(=O)N1CCN(c2ccccn2)CC1 (configuration not stated)	-1	9	0.0	105	0	1	107	1	106	2	-3
N#C/C(=C\c1ccc(-c2ccc([N+](=O)[O-])cc2Br)o1)C(=O)N1CCN(c2ccccc2)CC1	-2	11	-0.2	98	-6	3	99	-6	102	-3	-8
CCOC(=O)c1[nH]c2ccc(OCC)cc2c1NC(=O)CN1CCN(c2ccccc2)CC1	0	15	1.0	106	0	7	102	-2	102	-1	2
O=C(CCCC(=O)N(CC(=O)NC1CCCCC1)Cc1ccc2c(c1)OCO2)Nc1ccccn1	-10	46	0.3	100	5	1	100	-6	101	2	-5
COCCCn1c(-c2ccc(OC)cc2)nc2nc3ccccc3nc21	-1	12	0.3	104	1	1	103	-3	105	0	-2
COC(=O)c1cc(S(=O)(=O)N2CCOCC2)ccc1Sc1ccccc1N	-12	19	2.8	98	-6	12	101	-7	99	-2	-13
O=C(N/N=C/c1ccccc1C(=O)O)C(=O)N1CCCCC1	-3	12	1.1	102	-1	3	99	-5	103	0	0
CCCSc1nnc(-c2ccccc2NC(=O)CC)c(=O)[nH]1	-5	6	0.2	97	-5	0	96	-2	94	-1	-3
CCC(=O)N=c1sc2ccccc2n1-c1ccccc1	-3	13	-1.7	105	2	7	106	-5	101	1	0
COc1ccccc1C(=O)Nc1ccc(N2CCN(Cc3ccccc3)CC2)cc1	-1	14	1.9	109	0	7	107	-4	128	-1	-2
COc1cccc(CN2CCN(Cc3nc4c(s3)CCCC4)CC2CCO)c1 (configuration not stated)	-4	9	1.3	105	0	2	109	-5	104	2	-2
C[C@@H](C(=O)NCC1CC1)[C@H]1C[C@]1(C)[C@H](NC(=O)OCc1ccccc1)c1ccccc1	0	17	0.9	101	-2	4	104	0	101	0	-1
Cn1c(SCC(=O)Nc2cccc3ccccc23)nc(O)cc1=O	0	37	-0.3	116	-2	0	105	-2	100	-3	-2
O=C(Nc1ccccc1)C1CCCN(C(=O)c2ccc(Cl)cc2)C1 (configuration not stated)	3	16	2.9	101	-3	7	u	0	98	0	0
O=C(CCC(=O)OCC(=O)c1ccc(F)cc1)NC1CCCCC1	0	27	0.0	95	-1	0	99	-3	101	0	-3
CCn1c2ccccc2c2nc3cc(OC)c(OC)cc3nc21	1	12	1.0	101	3	3	103	1	101	0	-3
COC(=O)c1ccc(N=C2S/C(=C\c3cc(C)n(-c4cccnc4)c3C)C(=O)N2C)cc1	1	10	4.7	107	3	7	105	0	105	0	5
CN(CC(=O)Nc1ccc(Cl)cc1)CC(=O)Nc1cc(Cl)ccc1C#N	-1	11	0.6	91	0	3	86	-5	93	1	0
O=C(Nc1ccc2c(c1)OCO2)c1c(Cl)nc2sccn12	-9	66	0.7	101	-2	9	104	-7	103	6	-1
CC[C@H](C)[C@@H]1NC(=O)c2cc([N+](=O)[O-])cc(F)c2OCC[C@@H](C(N)=O)NC(=O)[C@H](CCCCN)NC1=O	0	17	-0.1	100	-7	0	96	-4	100	-4	-6
Cc1ccccc1-c1cc(C(=O)n2cccn2)c2cc(Cl)ccc2n1	-1	14	0.1	101	-2	0	99	-1	98	0	0
CCCC(=O)Nc1ccc(Cl)c(NC(=O)c2ccco2)c1	-1	24	0.3	99	-6	1	99	-3	96	-4	-1
O=C(Nc1ccc(N2CCN(C(=O)c3cccs3)CC2)cc1)c1cccnc1	-4	18	0.6	98	-4	5	97	-3	103	0	2
Cc1c(C(=O)O)oc2ccc(S(=O)(=O)NC3CCCCCCC3)cc12	-1	23	-1.3	102	-6	4	99	0	104	-2	-1
CCOC(=O)c1cccc(NC(=O)CN(C)S(=O)(=O)c2cnc[nH]2)c1	-12	17	x	97	-3	x	98	-3	98	5	-4

Screens deposited in PubChem BioAssay by NMMLSC.
